# TWEAK Fn14 block – TWEAK-Fn14 signaling inhibition | TWEAK-stimulated Fn14 reporter cells, luciferase luminescence, 8 h | inhibition, % at 10 µM | 360,000 tested, 2% active | AID 1159606; in the data active = inhibition above about 50%
# SRC1 inh – human NCOA1 inhibition; inhibition, % at 3.6 µM; HEK293 GAL4-SRC1 luciferase reporter, luminescence; AID 588354; 360,000 tested, 0.12% active;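 active = inhibition above the campaign mean plus 3 SD, with each screening campaign given its own cutoff, cut at about 60% in these data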;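 also: 0% = DMSO treated cells and 100% = gossypol at 36 µM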
# Target sequence (Q15788 whole entry, looked up, the tested form may be a part): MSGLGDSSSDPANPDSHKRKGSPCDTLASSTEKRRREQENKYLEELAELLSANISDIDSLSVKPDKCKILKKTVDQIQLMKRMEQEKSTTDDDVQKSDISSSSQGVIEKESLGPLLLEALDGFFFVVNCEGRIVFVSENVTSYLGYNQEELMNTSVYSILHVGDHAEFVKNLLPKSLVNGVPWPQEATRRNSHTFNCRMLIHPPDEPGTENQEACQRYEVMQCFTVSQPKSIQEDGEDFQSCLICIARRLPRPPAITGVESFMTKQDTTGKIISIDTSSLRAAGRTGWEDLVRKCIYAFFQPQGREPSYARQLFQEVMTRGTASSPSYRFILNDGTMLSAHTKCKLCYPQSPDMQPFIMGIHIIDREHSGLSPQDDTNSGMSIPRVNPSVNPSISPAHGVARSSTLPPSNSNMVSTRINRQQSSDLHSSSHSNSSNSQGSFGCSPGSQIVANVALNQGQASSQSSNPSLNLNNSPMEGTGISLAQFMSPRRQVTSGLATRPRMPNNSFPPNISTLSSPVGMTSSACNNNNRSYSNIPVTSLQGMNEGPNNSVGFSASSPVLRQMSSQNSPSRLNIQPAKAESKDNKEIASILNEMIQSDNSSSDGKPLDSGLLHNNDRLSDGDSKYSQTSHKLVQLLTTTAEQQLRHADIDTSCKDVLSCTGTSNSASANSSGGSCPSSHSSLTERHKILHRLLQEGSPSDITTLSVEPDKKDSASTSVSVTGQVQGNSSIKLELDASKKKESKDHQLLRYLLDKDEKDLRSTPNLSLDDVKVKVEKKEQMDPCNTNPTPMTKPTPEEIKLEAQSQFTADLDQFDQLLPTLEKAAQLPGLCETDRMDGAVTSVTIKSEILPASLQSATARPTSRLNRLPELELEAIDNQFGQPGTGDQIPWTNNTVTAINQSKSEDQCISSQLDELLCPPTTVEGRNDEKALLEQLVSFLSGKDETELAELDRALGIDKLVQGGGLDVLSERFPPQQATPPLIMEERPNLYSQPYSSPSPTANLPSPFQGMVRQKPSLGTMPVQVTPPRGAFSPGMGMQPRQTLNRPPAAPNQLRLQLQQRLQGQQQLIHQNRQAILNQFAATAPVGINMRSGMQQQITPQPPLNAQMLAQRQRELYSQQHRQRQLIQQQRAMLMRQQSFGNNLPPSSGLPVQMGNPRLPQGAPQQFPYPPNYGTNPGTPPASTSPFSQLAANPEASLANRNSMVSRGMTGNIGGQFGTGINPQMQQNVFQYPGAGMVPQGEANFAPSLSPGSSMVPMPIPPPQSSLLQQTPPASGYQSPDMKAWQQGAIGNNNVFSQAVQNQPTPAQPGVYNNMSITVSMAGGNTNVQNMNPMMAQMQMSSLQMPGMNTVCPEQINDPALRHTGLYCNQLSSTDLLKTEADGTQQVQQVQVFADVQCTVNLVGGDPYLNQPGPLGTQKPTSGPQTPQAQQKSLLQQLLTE
# NCOA2 inhibitor – inhibits human steroid receptor coactivator 2; 370,000 tested, 0.17% active; inhibition, % at 9 µM; HEK293 GAL4-SRC2 luciferase reporter, luminescence;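 active = inhibition above the mean inhibition of all tested compounds plus 3 SD, set per campaign, cut at about 52% in these data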;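 also: 0% = DMSO treated cells and 100% = cells given Gossypol at 36 µM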
# TLR9-MyD88 inh – blocks human TLR9 binding to MyD88; CHO BLA complementation TLR9-MyD88, CCF4 FRET ratio; inhibition, % at 4.98 µM; 340,000 tested, 0.21% active; Q9NR96+Q99836;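 active = inhibition above the mean over all tested compounds plus 3 SD, cut at about 21% in these data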;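 also: 0% = DMSO only wells and 100% = clavulanate BLA inhibitor control wells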
# LMP1 NFkB inh – reduces LMP1-driven NF-kappaB luciferase signal; LMP1-induced NF-kappaB luciferase reporter cells, luminescence; inhibition, % at 12.5 µM; AID 504558; 350,000 tested, 0.69% active; in the data active = inhibition above about 41%;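 also: 0% = neutral control wells and 100% = reference inhibitor control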
# TROY NFkB inh – blocks TROY-dependent signaling in reporter cells; Q293 LMP1-TROYcd NF-kB luciferase reporter, 4 h; inhibition, % at 10 µM; 360,000 tested, 0.98% active; AID 1347056;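 active = compounds whose plate-normalised and pattern-corrected inhibition of the luciferase reporter signal at the single screening dose is 50% or more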
# C8 TRAIL sens – sensitizes caspase-8 expressing cells to TRAIL | NB7+C8 cells + TRAIL, ATPlite viability luminescence | inhibition (viability loss, TRAIL sensitization), % at 10 µM | 360,000 tested, 1% active;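 active = compounds causing at least 50% loss of cell viability in the single-dose screen, relative to plate controls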
# NCOA3 inh – inhibitors of human steroid receptor coactivator 3 (SRC3); HEK293 GAL4-SRC3 luciferase reporter, luminescence; inhibition, % at 3.6 µM; 360,000 tested, 0.17% active; AID 588352;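 active = inhibition above a per-campaign cutoff, the mean of all compounds plus 3 SD, cut at about 60% in these data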;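 also: 0% = DMSO-treated cells and 100% = gossypol-treated cells at 36 µM; higher means less SRC3-driven luciferase light from the GAL4 reporter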
# COUP-TFII inh – blocks human COUP-TFII nuclear receptor; AID 686940; 370,000 tested, 0.7% active; inhibition, % at 8.6 µM; HEK293T NGFI-A luciferase reporter, luminescence; P24468;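 active = inhibition above a per-plate cutoff, mean inhibition of test wells between control levels plus 3 SD, cut at about 38% in these data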;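 also: cells cotransfected with COUP-TFII expression vector driving the NGFI-A reporter; 0% = median of COUP-TF2 test wells and 100% = reporter-only cells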
# LRH-1 inv ag – inverse agonists of human LRH-1 (NR5A2); HEK293T StAR-luciferase reporter, LRH-1 transfected, 24 h; AID 602396; O00482; inhibition, % at 3.6 µM; 360,000 tested, 0.13% active;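 active = inhibition above the mean inhibition of all tested compounds plus 3 SD, cut at about 73% in these data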;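 also: 0% = DMSO wells and 100% = reporter-only cells lacking LRH-1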
# NOD2-RIPK2 inh – inhibitors of human NOD2-RIPK2 interaction; O43353; CHO BLA complementation NOD2-RIPK2, CCF4 ratio; inhibition, % at 4.98 µM; 360,000 tested, 0.38% active; AID 624267; in the data active = inhibition above about 21%;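 also: 0% = vehicle only and 100% = reference blocker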
# * = called active by the depositor; / = no result given. The list is partial (hit frequency here may not be typical).
canonical_smiles,NCOA3 inh,SRC1 inh,C8 TRAIL sens,LRH-1 inv ag,COUP-TFII inh,NOD2-RIPK2 inh,TLR9-MyD88 inh,TWEAK Fn14 block,LMP1 NFkB inh,TROY NFkB inh,NCOA2 inhibitor
O=C(N1CCOCC1)C1(c2ccccc2)CCCCC1,-12,8,2,22,0,6,-4,15,-6,14,-19
CCOC(=O)C1(CCOC)CCN(Cc2cnc(-c3cccc(C)c3)nc2)CC1,1,-23,4,-6,5,-12,3,-14,24,11,-30
CCn1c(/C=C2\C(=O)N(C)c3ccccc32)nc2ccccc2c1=O,-33,-11,-33,5,3,-4,7,3,-15,7,-17
Cn1c(=O)oc2cc(S(=O)(=O)N3CCC(C(=O)N4CCN(c5ccc(F)cc5)CC4)CC3)ccc21,-5,-3,7,-11,2,-11,-5,-20,4,-5,-13
O=C(CSc1ncnc2nc[nH]c12)NCCc1ccccc1,11,9,5,-15,-1,1,3,4,-6,-3,-2
CCN(c1ccccc1)S(=O)(=O)c1cc(C(=O)NCC(c2ccco2)N2CCCCC2)ccc1C (configuration not stated),3,3,29,-3,25,-4,-9,-4,2,-4,17
Cc1cc(NC(=O)C2CCN(S(=O)(=O)Cc3ccccc3)CC2)ccc1-n1cnnn1,10,-1,-10,-5,12,12,-1,0,-4,0,12
CC(=O)N1CCc2cc(S(=O)(=O)NC(C(=O)NCc3ccccc3)C(C)C)ccc21 (configuration not stated),6,-26,-2,6,13,1,-3,-22,-10,0,3
Cc1sc(NC(=O)CN2CCOCC2)c(C(=O)c2ccccc2)c1C,-4,-1,-4,12,7,6,-12,4,6,5,16
CC#CC(=O)N1CCC(n2nccc2NC(=O)c2ccc3c(c2)OCO3)CC1,27,-22,-16,32,22,-1,4,-3,9,-12,-23
Cc1ccc(S(=O)(=O)N2[C@H](CC(=O)c3ccc(F)cc3)OC[C@@H]2C(C)C)cc1,/,/,21,12,-9,-15,/,/,/,/,14
c1ccc(-c2noc(-c3ccc4ccccc4c3)n2)cc1,-40,-40,55*,-40,-7,-18,5,81*,9,69*,-36
COC(=O)c1c(C)nn(-c2ccc(F)c(Cl)c2)c1-c1cc(C)on1,28,9,9,22,28,-6,-6,-17,10,-12,5
COc1ccccc1Nc1nc(-c2ccc3c(c2)NC(=O)CO3)cs1,-19,-22,-5,-12,-19,-4,-9,-5,-23,4,-5
COc1ccccc1/C=C1\SC(=O)N(CCC(=O)NCCCn2ccnc2)C1=O,-3,-28,-4,-4,-19,4,5,-17,-14,-21,-20
Cc1ccc2sc(NC(=O)CSc3nc(C)cc(C)c3C#N)nc2c1,-96,-120,70*,-136,-61,4,-7,1,-62,-10,-32
Cc1cc(OCC(=O)NC2CC2)c2c(C)c(C)c(=O)oc2c1,-5,12,3,58,-7,-7,-6,-15,-1,-24,-25
C=CCNCc1cccn1-c1ccccc1,-43,-7,24,6,8,5,3,0,-6,7,-7
OC[C@@H]1CN(Cc2ccc(F)cc2)C[C@H](n2cnc3c(NC4CCCC4)ncnc32)O1,-4,8,1,15,6,-1,/,1,/,-12,-7
Cc1nn(C)c(C)c1/C=C(\C#N)S(=O)(=O)c1ccc(F)cc1,19,0,-29,2,-1,1,-5,-6,3,11,-13
CCOc1ncccc1C(=O)OCC(=O)Nc1cc(C)ccc1C,6,9,-10,12,9,1,-5,0,-1,-2,2
CCN(C(=O)c1cc2c(=O)[nH]c3ccc(C)cc3c2s1)c1cccc(C)c1,4,-2,9,4,-15,-10,3,-21,-4,-19,-9
Oc1ccc(/C=N/Nc2cc(N3CCCC3)nc(N3CCCC3)n2)cc1,23,19,9,0,7,-6,-2,-26,-1,19,4
CN(C)c1ccc(/C=C2\c3ccccc3C(=O)N2c2ccccc2)cn1,-7,1,-9,-10,-20,2,-61,-6,5,16,-4
N=C(N)N1CCc2ccccc21,18,-7,-8,9,8,-2,-10,-13,-1,9,-7
COc1ccc(C(=O)COC(=O)c2ccccc2NS(=O)(=O)c2ccc(O)c([N+](=O)[O-])c2)cc1,-4,3,11,2,6,-10,-9,-9,-6,1,6
CC(=O)OC(C(=O)NC1CCCCC1)c1ccncc1 (configuration not stated),-11,3,-9,6,4,-4,8,-1,5,11,2
Cc1ccc2nc(-c3ccccc3)nn2c1,-65,-57,76*,-96,4,-5,11,94*,64*,62*,3
CCOC(=O)N1CCC(=NNS(=O)(=O)c2cccc([N+](=O)[O-])c2)CC1,-3,1,-2,-2,22,-1,-4,-15,5,-6,-9
COC(=O)c1ccccc1NC(NC(=O)c1ccco1)C(=O)c1ccccc1 (configuration not stated),-4,-13,-11,7,0,-4,1,-9,10,-13,6

# Profiles, looked up by structure. Values in the order: NCOA3 inh | SRC1 inh | C8 TRAIL sens | LRH-1 inv ag | COUP-TFII inh | NOD2-RIPK2 inh | TLR9-MyD88 inh | TWEAK Fn14 block | LMP1 NFkB inh | TROY NFkB inh | NCOA2 inhibitor
# Cc1sc(NC(=O)CN2CCOCC2)c(C(=O)c2ccccc2)c1C across the screens: -4 | -1 | -4 | 12 | 7 | 6 | -12 | 4 | 6 | 5 | 16
# Oc1ccc(/C=N/Nc2cc(N3CCCC3)nc(N3CCCC3)n2)cc1 across the screens: 23 | 19 | 9 | 0 | 7 | -6 | -2 | -26 | -1 | 19 | 4
# Cn1c(=O)oc2cc(S(=O)(=O)N3CCC(C(=O)N4CCN(c5ccc(F)cc5)CC4)CC3)ccc21 across the screens: -5 | -3 | 7 | -11 | 2 | -11 | -5 | -20 | 4 | -5 | -13

# Another view of 2 compounds above.
# Value order – NCOA3 inh, SRC1 inh, C8 TRAIL sens, LRH-1 inv ag, COUP-TFII inh, NOD2-RIPK2 inh, TLR9-MyD88 inh, TWEAK Fn14 block, LMP1 NFkB inh, TROY NFkB inh, NCOA2 inhibitor
- O=C(N1CCOCC1)C1(c2ccccc2)CCCCC1
→ -12, 8, 2, 22, 0, 6, -4, 15, -6, 14, -19
- Cc1ccc2nc(-c3ccccc3)nn2c1
→ -65, -57, 76*, -96, 4, -5, 11, 94*, 64*, 62*, 3

# New compounds follow
canonical_smiles,NCOA3 inh,SRC1 inh,C8 TRAIL sens,LRH-1 inv ag,COUP-TFII inh,NOD2-RIPK2 inh,TLR9-MyD88 inh,TWEAK Fn14 block,LMP1 NFkB inh,TROY NFkB inh,NCOA2 inhibitor
CCN(CC)CCNC(=O)C(C)c1nn(CC)c(=O)c2ccccc12 (configuration not stated),6,0,-30,1,/,-8,-2,10,1,0,/
O=C(O)c1ccc(N=NN2CCCCC2)cc1,-60,-69,-8,-75,-42,-3,/,16,-37,-11,-32
CCOC(=O)N1CCC(NC(=O)c2cnn3ccccc23)CC1,3,-16,-4,-1,6,-5,6,6,-5,2,-27
CCOC(=O)C=Nc1c(N)n(C)c(=O)n(C)c1=O,4,-8,-9,-20,1,5,-4,-5,3,16,-23
CC(C)(C)OC(=O)N(CCc1ccccc1)Cc1ccc(OCc2cccc(NC(=O)c3ccccc3)c2)cc1,24,17,12,13,8,-6,-14,25,5,14,2
C=CCNC(=O)CN(c1ccccc1OCC)S(=O)(=O)c1ccc(C)cc1,14,-2,6,-11,10,0,9,19,-2,4,19
COc1ccc(CN2CCN(c3ccccn3)CC2)c(OC)c1,12,1,3,4,-6,-2,-10,12,9,14,-4
O=C(Nc1nc(-c2ccco2)c(-c2ccco2)s1)C1CC(=O)N(c2ccc3c(c2)OCCO3)C1 (configuration not stated),14,2,2,3,18,-18,-12,81*,11,29,17
Cc1ccc(C)c(NC(=O)c2cc(S(=O)(=O)N3CCCCC3)c[nH]2)c1,-6,-1,-4,-6,4,-1,0,4,7,-9,13
Cc1ccc(C(=O)NC(C)C(c2cccs2)N2CCCC2)s1 (configuration not stated),6,-2,-5,9,5,-3,4,-12,0,-3,-8
COc1cccc2cc(C(=O)C3=C(O)C(=O)N(Cc4ccco4)C3c3cccnc3)oc12 (configuration not stated),-20,-9,-21,-3,/,-10,7,13,4,-21,/
O=[N+]([O-])c1ccccc1NCc1ccccc1Cl,23,-7,-2,15,6,-3,-2,-25,-6,14,-41
Cc1nnc(N(Cc2ccco2)C(=O)c2ccno2)s1,-31,-20,2,-3,-10,6,2,-10,-1,-39,4
COc1ccc(OCCCC(=O)Nc2nc(-c3ccccn3)cs2)cc1,-10,-17,17,3,10,-4,-13,5,28,10,10
CCCC(=O)c1ccc(N2CCN(C(=O)c3ccc(Br)cc3)CC2)c(F)c1,7,2,6,-6,-2,-3,-4,12,2,14,4
COCCNC(=S)Nc1ccccc1[N+](=O)[O-],16,-29,-2,6,3,4,1,1,1,13,-34
CCOc1ccccc1NC(=O)COc1cccc(-n2cnnn2)c1,-2,12,5,13,-7,-10,6,-5,4,0,15
O=C1CCCN1CCCn1cnc2c([nH]c3ccc(F)cc32)c1=O,-2,1,4,-5,-6,-9,-1,-23,6,-19,-8
C/C(=N\NC(=O)Nc1ccccc1)c1ccccc1,-4,-20,-10,-46,-38,-11,0,-25,-5,-89,-21
O=C(CCS(=O)(=O)c1ccc(Cl)cc1)NCCc1c[nH]c2ccccc12,9,7,-1,18,11,11,4,20,-10,6,12
CSc1nnc2c(n1)c(C)nn2-c1ccc(C)cc1,-10,-10,-7,1,-20,-12,9,-13,-18,-24,-4
COc1ccc2[nH]c(=O)c(CN(Cc3ccco3)C(c3nnnn3Cc3ccccc3)C(C)C)cc2c1 (configuration not stated),-23,0,0,-20,-13,2,-9,11,3,5,17
CCCC(=O)N(CC(=O)Nc1sc(C)c(C)c1C(N)=O)Cc1ccccc1,-10,-1,-2,-10,-4,4,3,-6,3,-3,14
COc1ccc(S(=O)(=O)N2CCC(C(=O)NCC3CCCO3)CC2)cc1C (configuration not stated),-11,5,-3,9,8,-5,-7,7,-8,10,-4
Cc1cc(N2CCC(C)CC2)nc(-n2nc(C)cc2C)n1,17,13,-6,7,28,5,-10,-2,25,-3,6
CC(C)(c1ccc(O)cc1)c1ccc(O)cc1,-1,3,-22,-8,-5,-4,-14,-15,-2,-8,10
CC(C)Cc1nnc(NC(=O)CN2C(=O)c3ccccc3C2=O)s1,2,-39,21,-3,-2,-13,13,7,-4,11,-2
O=C(Nc1ccccc1)Nc1csc2ccccc12,-46,-36,-16,-47,-22,-12,/,-10,/,0,-18
Cc1ccc2cc(C3CC(c4ccco4)=NN3C(=O)CCC(=O)O)c(Cl)nc2c1 (configuration not stated),11,11,-28,-24,7,1,2,-7,8,0,-11
COCCNC(=O)C1(C)CCN(C(=O)c2cc(-c3ccccc3)cs2)C1 (configuration not stated),-14,-4,-23,-23,-18,-5,/,-12,/,-45,-41
Cc1ncc([N+](=O)[O-])n1CC(=O)Nc1ccccc1Cl,-1,-32,9,13,7,-12,10,-10,5,-2,0

# Compound activity: PubChem BioAssay, several laboratories
